Source: PubChem
Myeloid diff 2 – compounds promoting myeloid differentiation; AID 624256; actives 1% (n = 360,000); calls only at 10 µM; ER-HoxA9 myeloid progenitors, lysozyme-GFP differentiation, flow cytometry;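 active means normalized GFP-positive differentiation at or above the plate's own cutoff, the solvent-only control mean plus 3 SD; inconclusive means no clear call, values can overlap the other calls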;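 further: cells exposed to compound for four days before flow analysis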
Autophagy mod – modulators of autophagy; MEF GFP-LC3 puncta imaging; test concentration mostly 10 µM; calls only at 10 µM (by protocol); actives 0.98% (n = 190,000); AID 463193;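 active means percentage of spot-positive cells more than 3 SD above its plate mean, without a fluorescence outlier flag or 80% toxicity; inconclusive means no clear call, values can overlap the other calls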;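 further: spot-positive cell cutoff set from DMSO-treated cells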
WT yeast gro inh – growth inhibition of WT yeast, mitochondrial fusion screen; actives 2.1% (n = 190,000); AID 1362; mitochondrial fusion phenotypic screen, WT strain; inhibition, % at 10 µM; in the data active means inhibition above about 58%; tested in S. cerevisiae
b-catenin transl – modulators of beta-catenin nuclear translocation; AID 1665; HeLa beta-catenin nuclear translocation, immunofluorescence imaging; nuclear translocation activity, % at 5 µM; actives 0.3% (n = 190,000);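 active means nuclear translocation activity above 50% at 5 µM, with a well cell count of 50 or more; inconclusive means wells under 50 cells across six images, flagged as toxic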;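 further: per-cell ratio of nuclear to cytoplasmic median beta-catenin stain intensity; plate controls were DMSO negative control for no effect and GSK-3 inhibitor IX positive control for full effect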
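Test system: human HeLa cells, endogenous beta-catenin. Times: 24 h compound exposure, 37°C. Measured by: beta-catenin immunofluorescence imaging with DAPI.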
Insulin prom up – MIN6 insulin promoter up-regulation | MIN6 insulin promoter-GFP reporter, high-content imaging; stronger effect = higher value | z-score at 5 µM | actives 0.3% (n = 190,000);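 active means z-score above 3 at 5 µM with at least 500 cells counted in the well; inconclusive means wells under 500 cells, flagged as cytotoxic or low count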
Hep lipid drop – hepatic lipid droplet formation modulation; inhibition, % at 6.5 µM; AML12 mouse hepatocytes, oleate lipid droplets, BODIPY imaging; actives 0.4% (n = 240,000); AID 1656;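 active means lipid droplet intensity inhibited by at least 50%, with more than 500 cells counted; inconclusive means wells with under 300 cells, treated as cytotoxic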
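Material – AML12 mouse liver cells · Also added – oleate loading, 100 µM · Compound dosing – 6.5 µM single-point dosing · Times – overnight treatment with compound plus oleate · Measured by – fluorescence imaging, 20x objective, two fields per well · Read-out – percent inhibition of filter-corrected integrated lipid droplet intensity per well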
West Nile antiviral – West Nile virus antiviral activity, cell-based, CPE readout (AID 1621); West Nile virus-infected cells, CPE inhibition; higher % means a stronger effect; CPE inhibition, % at 10 µM; hits with a dose series show IC50 in µM; actives 0.02% (n = 290,000); in the data active means a potency from the dose series; inconclusive means CPE inhibition mostly from about 3.7% at the one dose, without a potency; inactive means the rest, 99 in 100 with CPE inhibition below about 2.2%; further: strong numbers were not always called active
T cell modulator – T cell immune modulators affecting CD8 T cell-vesicle binding. 2C CD8+ T cell-vesicle binding, flow cytometry; stronger effect = lower value. calls only at 7 µM. actives 0.068% (n = 330,000). AID 2052;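 active means response, share of CD8 T cells binding vesicles, and their 90th percentile fluorescence all below set limits, cut at about 80% in these data, passing the limit was not always enough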
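Incubation: binding step 1.5 h, 37 °C, antibody labelling 20 min, ice; system: murine 2C transgenic CD8+ T lymphocytes; technique: cytometric PE anti-B7-1 and Alexa647 anti-CD8 signals after 1% paraformaldehyde fixation; also added: QL9-charged Drosophila Ld/ICAM-1/B7-1 vesicles; control set: naked versus QL9-loaded vesicles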
MT stabilizer – stabilizes microtubules in HeLa cells | actives 0.83% (n = 200,000) | AID 2205 | HeLa tubulin immunostaining HCS, 24 h; share of cells brighter than vehicle mean+2SD | % tubulin-high responders, % at 10 µM;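 active means plate Z-score above 3 for both tubulin-high and condensed-nucleus cell shares, with cell loss under 80%, at 10 µM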;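 further: anti alpha tubulin signal scored within the nucleus-defined area of each cell; some results filed as inactive read as strong as hits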
WT yeast gro inh mutant strain – further read-out of WT yeast gro inh, marked with its call; inhibition, %; mitochondrial fusion phenotypic screen, mutant strain inhibition
Insulin prom up cell count – recorded beside Insulin prom up, whose call it bears; cell count; measured here: cytotoxicity, nuclei count;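 total cells summed across four imaged fields per well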
Hep lipid drop cells 6.5 µM – second read-out of Hep lipid drop, no call of its own (marks repeat the call); cell count; measured here: cell count, cytotoxicity flag;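 cells counted across two imaged fields per well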
b-catenin transl cell count 5 µM – recorded beside b-catenin transl, whose call it bears; cell count; measured here: cell count, cytotoxicity flag
T cell modulator vesicle-bound % – second read-out of T cell modulator, no call of its own (marks repeat the call); double positive events, %; measured here: CD8+ vesicle-bound cell fraction;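 binding gate set so that unloaded-vesicle control wells show 10% double positive cells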
MT stabilizer Hoechst-high % – recorded beside MT stabilizer, whose call it bears; % Hoechst-high responders; measured here: nuclear condensation Hoechst responders;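 share of cells brighter than vehicle mean plus two SD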
MT stabilizer cytotoxicity % – second read-out of MT stabilizer, no call of its own (marks repeat the call); toxicity, %; measured here: cytotoxicity by cell density;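 0% = mean cell density of plate MIN control wells and 100% = no cells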
Autophagy mod cell loss 18 h – also measured in Autophagy mod; calls as there; toxicity, %; measured here: cell loss, nuclei count;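 cell loss after 18 h compound exposure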
Myeloid diff 2 GFP+ MAC1+ % – further read-out of Myeloid diff 2, marked with its call; GFP+ MAC1+ double positive, %; measured here: differentiation confirmed by MAC1 staining
Starred values were filed as active, the others as inactive; i = inactive; ? = inconclusive; nt = not tested or not shown; + = active, no number.

compound	Myeloid diff 2	Myeloid diff 2 GFP+ MAC1+ %	Autophagy mod	Autophagy mod cell loss 18 h	WT yeast gro inh	WT yeast gro inh mutant strain	b-catenin transl	b-catenin transl cell count 5 µM	Insulin prom up	Insulin prom up cell count	Hep lipid drop	Hep lipid drop cells 6.5 µM	West Nile antiviral	T cell modulator	T cell modulator vesicle-bound %	MT stabilizer	MT stabilizer Hoechst-high %	MT stabilizer cytotoxicity %
COc1ccccc1/C=N/NC(=O)c1ccc(=O)n(C)c1	i	0.7	i	15	8	-12	-2.0	978	0.21	1362	-1	664	0.5%	i	23	1.7	2.5	6.4
CCC1S/C(=N/N=C/c2ccco2)N(Cc2ccccc2)C1=O (stereo not drawn)	i	0.5	nt	nt	nt	nt	-0.2	1303	-0.2	1091	6	693	-0.4%	i	27	nt	nt	nt
COc1ccc(N2CCN(C(=O)NCc3ccc(OC)c(OC)c3)CC2)cc1	?	nt	nt	nt	nt	nt	nt	nt	nt	nt	-14	777	0.5%	i	14	nt	nt	nt
O=C(CSc1nnc(CNC(=O)c2ccco2)o1)Nc1cccc(C(F)(F)F)c1	i	4.2	nt	nt	nt	nt	nt	nt	nt	nt	0	708	-0.1%	i	14	nt	nt	nt
O=c1oc2ccccc2c(Nc2cc3ccccc3cc2O)c1[N+](=O)[O-]	nt	nt	i	16	18	-5	23	603	nt	nt	-17	670	0.5%	i	47	17*	39*	38*
CCOC(=O)/C(=C/c1ccc(OC(=O)c2ccccc2)cc1)C(C)=O	i	0.2	i	19	6	16	0.0	525	0.32	1217	1	731	-0.3%	i	27	6.0	2.0	6.1
CCOC(=O)c1c(C)[nH]c(C)c1C(=O)CSc1nc2ccccc2[nH]1	i	1.4	i	-1	1	2	-0.7	1119	-0.63	1428	47	638	-0.7%	i	13	1.8	3.5	5.1
CCOC(=O)c1ccccc1NC(=O)c1cc2ccccc2o1	i	0.4	nt	nt	nt	nt	nt	nt	nt	nt	3	864	0.3%	i	38	nt	nt	nt
O=C(O)c1ccc(CSCc2ccccc2F)o1	i	1.7	i	1	-16	10	-1.0	1081	0.13	1872	3	663	0.4%	i	35	3.9	1.8	5.1
CCOC(=O)/C(C#N)=C/c1ccc(OCC(=O)Nc2ccc(C)c(C)c2)c(OC)c1	i	0.0	i	-5	-4	2	1.7	894	-0.22	1438	-6	721	2.2%	i	20	4.9	2.0	8.6
CC(/C=C/c1ccccc1)=N\Nc1nc(-c2ccccc2)cs1	i	0.5	i	8	24	13	-0.3	1048	-0.78	1927	-12	667	nt	nt	nt	2.1	1.6	5.3
COCC1CCN(C(=O)c2oc3c(F)cccc3c2C)C1 (stereo not drawn)	i	0.3	nt	nt	nt	nt	nt	nt	nt	nt	1	849	-1.0%	i	55	nt	nt	nt
Cc1ccc(S(=O)(=O)/N=C(/c2ccccc2)N(C)C)c(C)c1	i	0.7	nt	nt	nt	nt	nt	nt	nt	nt	-12	722	-0.1%	i	47	nt	nt	nt
Nc1ncc(Br)cc1S(=O)(=O)Nc1ccccc1F	i	1.1	nt	nt	nt	nt	nt	nt	nt	nt	-4	668	1.9%	i	31	nt	nt	nt
Cc1cc(C)nc(N(C#N)C(C)C(=O)N(C)C)n1 (stereo not drawn)	i	0.6	i	2	-7	-14	-4.0	1095	0.01	1399	-1	649	-0.3%	i	38	3.5	2.0	7.7
CC(=O)Nc1nonc1-c1nc2ccccc2n1Cc1ccccn1	i	0.4	i	2	-19	-12	3.2	1428	-0.45	1538	nt	nt	-0.6%	i	48	4.2	3.2	0.6
CCCC(=O)N1CCN(c2nc3ccc(Cl)cc3s2)CC1	i	3.1	nt	nt	nt	nt	nt	nt	nt	nt	10	714	-0.3%	i	29	nt	nt	nt
COc1ccc2c(c1OC)C(=O)OC2Nc1ccc(S(=O)(=O)N=C(N)N)cc1 (stereo not drawn)	i	0.2	nt	nt	nt	nt	-0.3	1352	nt	nt	-1	675	0.4%	i	16	nt	nt	nt
O=C(O)CCCC(=O)NCc1c(Cl)cccc1Sc1ccc(Cl)cc1	i	0.9	nt	nt	nt	nt	0.1	1120	1.6	1544	-5	719	0.6%	i	22	nt	nt	nt
CC(C)(C)OC(=O)NNC(=O)c1ccc(Cl)cc1	i	0.9	i	-21	-13	-50	-0.5	1056	0.01	1753	2	590	-0.2%	i	47	2.3	1.8	5.4
CC(C)CC(=O)N1CCN(Cc2cccc([N+](=O)[O-])c2)CC1	i	1.0	i	3	-3	-14	-2.6	1064	-0.04	1485	2	669	-0.4%	i	11	nt	nt	nt
Cc1ccc(C(=O)N/C(=C/c2ccco2)C(=O)O)cc1	i	1.0	i	3	-12	-10	-1.2	1118	0.2	1478	-3	656	-0.1%	i	40	3.2	1.3	9.2
COc1ccc(NC(=O)CN2CCC3(O)CCCCC3C2c2cc(OC)ccc2OC)cc1 (stereo not drawn)	i	0.2	i	4	0	-4	-2.8	1054	-1.4	1103	nt	nt	-0.4%	i	38	1.8	1.3	8.6
CC(C)N1CCN(Cc2cc3ccccc3[nH]2)CC1CCO (stereo not drawn)	i	0.6	nt	nt	nt	nt	nt	nt	nt	nt	0	755	-0.5%	i	51	nt	nt	nt
Cc1noc(C)c1S(=O)(=O)Nc1ccc(C(=O)NCc2ccccc2)cc1	i	1.1	i	1	-6	7	-4.1	978	0.01	1632	nt	nt	?	i	49	1.6	2.3	14
Cc1cc(C)nc(NC(=O)c2cnc3sccn3c2=O)n1	i	1.7	nt	nt	1	4	2.4	1068	0.39	1635	10	681	0.0%	i	39	7.4	2.0	8.0
COc1ccc(CN(C)CC(=O)Nc2cccc3ccccc23)cc1F	i	0.5	nt	nt	nt	nt	nt	nt	nt	nt	-10	716	-1.9%	i	10	nt	nt	nt
CC(=O)Nc1ccc(NC(=O)c2cc(C)nn2-c2ccccc2)cc1	i	3.7	i	28	-3	-15	-1.5	1020	0.55	1888	8	700	0.9%	i	46	4.3	2.6	2.5
Cc1ccccc1CSc1nc2c(c(=O)[nH]1)CCCC2	nt	nt	i	-5	15	24	-7.8	1146	nt	nt	11	797	nt	i	64	1.1	1.9	9.3
Cn1c(=O)oc2cc(S(=O)(=O)Nc3ccccc3)ccc21	i	0.3	i	-9	-28	-16	-1.1	1059	0.11	1395	8	771	-0.4%	i	62	nt	nt	nt
COc1cccc(NC(=O)CSc2nc(O)c(C)c(=O)n2-c2ccc(C)cc2)c1	i	1.4	nt	nt	nt	nt	nt	nt	nt	nt	-1	745	-0.1%	i	18	nt	nt	nt
COc1cc(/C=C/c2nc3ccccc3s2)cc(OC)c1O	+	38*	i	11	3	-1	1.7	959	-0.31	1525	10	649	-0.8%	i	42	3.5	1.6	14
COc1ccccc1NC(=O)N1CCN(c2cc(-c3ccccc3)nc3ncnn23)CC1	i	18	i	11	21	-4	-5.4	998	?	nt	nt	nt	0.1%	i	40	3.3	4.5	7.2
CCCCCOc1ccc(C(=O)Nc2ccc(S(=O)(=O)Nc3cc(C)on3)cc2)cc1	i	6.0	nt	nt	nt	nt	nt	nt	nt	nt	15	803	-0.4%	i	14	nt	nt	nt
COc1ccc(-n2c(SCC(=O)NCC3CCCO3)nc3n[nH]c(C)c3c2=N)cc1 (stereo not drawn)	i	1.0	i	0	-5	-16	3.4	1386	-0.14	1330	nt	nt	0.5%	i	49	4.8	2.7	1.8
C/C(=N/NS(=O)(=O)c1ccc(C)cc1)c1cccc(NC(=O)c2cccc(Cl)c2)c1	i	0.3	i	4	16	-12	-0.6	1458	0.03	1532	nt	nt	0.1%	i	36	2.0	2.1	7.0
O=C(Nc1ccc(S(=O)(=O)N2CCCCC2)cc1)c1ccccc1F	i	1.4	nt	nt	nt	nt	nt	nt	nt	nt	2	740	-1.7%	i	52	nt	nt	nt
CC(=O)c1c(C)[nH]c(C(=O)OCC(=O)Nc2sc3c(c2C#N)CCC(C)C3)c1C (stereo not drawn)	i	1.0	nt	nt	nt	nt	-1.0	1302	-0.31	964	-13	652	0.1%	i	12	nt	nt	nt
Fc1ccc(-c2cn(-c3ccccc3)c3[n+]2CCS3)cc1	+	1.1*	nt	nt	nt	nt	0.1	1307	-0.72	992	6	719	1.4%	i	43	nt	nt	nt
O=C(Nc1ccccc1)C1=C(O)CC(c2ccoc2)CC1=Nc1ccccc1 (stereo not drawn)	i	3.3	i	-8	18	-1	0.2	1078	-0.42	1189	-2	558	2.3%	i	19	4.5	2.6	53
COc1ccc(C(=O)Oc2c(CN3CCOCC3)cc(Cl)c3cccnc23)cc1	nt	nt	i	27	-13	3	-6.4	1129	nt	nt	-12	752	?	i	48	2.5	1.0	1.8
Cc1csc(SCC(=O)Nc2cc(S(=O)(=O)N3CCCC3)ccc2Cl)n1	i	0.6	i	1	-7	-17	2.0	1433	-1.5	1227	nt	nt	-0.2%	i	60	4.0	2.4	6.7
Cc1cccc(C(=O)NC(=S)Nc2ccc3[nH]c(=O)[nH]c3c2)c1	i	0.0	i	-16	0	-2	-1.7	1091	-0.13	1545	5	693	-0.3%	i	35	3.9	1.4	5.2
